PMI activator: activators of human phosphomannose isomerase | hit rate 0.005% among 190,000 | AID 1214 | purified human PMI, coupled resazurin fluorescence, 20 min; stronger effect = higher value; 1 = vehicle control, 0 substrate-free wells | P34949 | activation factor at 20 µM;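 active = activation factor of 2 or more at 20 µM, relative to plate controls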
Target sequence (P34949 whole entry, looked up): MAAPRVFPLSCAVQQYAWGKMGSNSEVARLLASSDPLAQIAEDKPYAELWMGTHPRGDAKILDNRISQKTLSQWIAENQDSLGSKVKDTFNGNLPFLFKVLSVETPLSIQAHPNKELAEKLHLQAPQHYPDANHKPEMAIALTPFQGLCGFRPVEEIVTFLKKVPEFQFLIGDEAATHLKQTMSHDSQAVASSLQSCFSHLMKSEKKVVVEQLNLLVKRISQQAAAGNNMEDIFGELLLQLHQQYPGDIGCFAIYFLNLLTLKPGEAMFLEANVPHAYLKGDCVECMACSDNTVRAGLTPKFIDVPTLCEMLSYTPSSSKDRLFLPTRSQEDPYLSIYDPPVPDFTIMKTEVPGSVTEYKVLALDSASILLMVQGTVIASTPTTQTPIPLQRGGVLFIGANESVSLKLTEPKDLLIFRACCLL
Hsp70 activator: transcriptional activators of Hsp70 | HeLa Hsp70 promoter luciferase reporter, luminescence; scaled: vehicle 0, proteasome-inhibitor control 100% | activation, % at 10 µM | hit rate 0.04% among 200,000;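 active = activation above the mean across all tested compounds plus 3 SD, cutoff set per campaign, cut at about 5.5% in these data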;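 also: 100% = MG132 at 30 µM as the positive control and 0% = DMSO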
Diaphorase act: diaphorase activation or chemical reduction counter-screen. Diaphorase/resazurin coupled assay, resorufin fluorescence, 16 min; stronger effect = higher value; 1 = vehicle wells, 0 = NADH-free wells. activation factor at 20 µM. AID 1229. hit rate 0.005% among 190,000;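 active = diaphorase activity raised at least twofold by the compound at 20 µM; inactive = activation factor below 2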
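Assay system: bacterial diaphorase enzyme (C. kluyveri) / Input: enzyme 0.07 U/mL final / Medium: 50 mM HEPES pH 7.4 with 4.542 mM MgCl2, 0.005% Tween 20 / Doses: single compound dose of 20 µM, 1% DMSO final / Incubation: 16 min enzyme reaction, ambient temperature / Signal: fluorescence, excitation 544 nm and emission 590 nm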
Lmaj promast: Leishmania major promastigote growth inhibition. hit rate 9% among 200,000. inhibition, % at 10 µM. Leishmania major promastigotes, resazurin fluorescence viability;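 also: promastigotes grown with compound for 44 hours at 28 °C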
DTT redox prof: compounds producing H2O2 with reducing agent – biochemical, NIH compound library profiling, artefact control for MLSCN library redox annotation, primary screen; AID 878; hit rate 0.03% among 200,000; activation, % at 10 µM; DTT-dependent redox cycling H2O2, phenol red/HRP absorbance; 100% = 100 µM peroxide control, 0% = buffer;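 active = activation of at least 50% relative to the plate's high and low controls in the primary single-dose screen; inactive = activation below 50%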;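 also: compound incubated with DTT at 0.8 mM final as the reducing agent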
Diaphorase inh: inhibits diaphorase or chemically oxidizes, flagging diaphorase assay artifacts; diaphorase resazurin-to-resorufin fluorescence, NADH, 16 min; bacterial (C. kluyveri) enzyme, not human; inhibition, % at 20 µM; hit rate 0.69% among 190,000;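 active = primary screen inhibition at 20 µM above a set limit, cut at about 50% in these data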;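 also: plate controls were DMSO with full reaction for no effect and wells lacking NADH for full effect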
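Test system: diaphorase enzyme from Clostridium kluyveri; amount: diaphorase at 0.14 U/mL in enzyme working solution; detection: fluorescence of resorufin formed from resazurin, Ex 544/Em 590 nm; times: reaction incubation of 16 min at room temperature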
S1P3 antagonist: blocks the human S1P3 receptor | Q99500 | CHO S1P3 NFAT-BLA reporter, FRET fluorescence, antagonist mode | inhibition, % at 4.98 µM | hit rate 0.27% among 170,000;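 active = inhibition above the plate cutoff, the mean inhibition of test wells on that plate plus 3 SD, cut at about 28% in these data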;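 also: cells challenged with S1P at its EC80 of 0.8 µM; blue over green emission ratio from cleaved BLA substrate after 4 h stimulation; 0% = S1P-stimulated wells and 100% = unstimulated DMSO-only wells; some compounds past the cut are filed as inactive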
Target sequence (Q99500 whole entry, looked up): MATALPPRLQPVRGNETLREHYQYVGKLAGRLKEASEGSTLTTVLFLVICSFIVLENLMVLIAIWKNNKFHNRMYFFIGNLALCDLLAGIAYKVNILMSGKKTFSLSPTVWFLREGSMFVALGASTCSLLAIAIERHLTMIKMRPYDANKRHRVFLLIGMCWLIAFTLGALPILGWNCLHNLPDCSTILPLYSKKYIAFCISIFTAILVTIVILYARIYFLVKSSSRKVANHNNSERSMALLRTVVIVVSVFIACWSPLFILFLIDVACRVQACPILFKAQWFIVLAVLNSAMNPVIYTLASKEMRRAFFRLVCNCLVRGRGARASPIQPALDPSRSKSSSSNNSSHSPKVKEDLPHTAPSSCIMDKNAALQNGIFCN
G6PDH CS: counter-screen for G6PDH assay hits: L. mesenteroides G6PDH inhibition; hit rate 0.12% among 200,000; Purified L. mesenteroides G6PDH, diaphorase/resazurin coupled fluorescence, 45 min; inhibition, % at 5 µM
RAM network inh: inhibitors of the yeast RAM network; S. cerevisiae dse1pr::URA3 reporter, 5-FOA growth OD615, 2 d; analog-sensitive cbk1-as2 kinase mutant strain; inhibition, % at 50 µM; hit rate 1.8% among 190,000; AID 868;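 active = inhibition above a set limit, 3 SD over mean compound inhibition, cut at about 8.4% in these data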;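 also: 0% = DMSO-only wells with no growth and 100% = 10 µM 1-NA-PP1 full growth; inhibition rescues growth on 5-FOA so higher OD means more RAM inhibition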
PMI act satM6P: PMI (human) activation, high substrate; P34949; coupled PMI enzyme assay, resazurin fluorescence, 20 min; stronger effect = higher value; 1 = untreated enzyme, 0 = substrate-free blank; activation factor at 20 µM; hit rate 0.34% among 190,000; AID 1216;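 active = activation factor of 2 or more at 20 µM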
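Test system: human phosphomannose isomerase with PGI, G6PDH, diaphorase coupling enzymes; amount: 15 ng/mL PMI; incubation: enzyme reaction with compound 20 min at room temperature; technique: resorufin fluorescence (Ex 544/Em 590 nm) from resazurin via diaphorase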
TLR4 MyD88 comp: inhibitors of human TLR4-MyD88 binding | O00206+Q99836 | HeLa CL3-4 TLR4/MyD88 BLA complementation, FRET ratio | inhibition, % at 8.4 µM | hit rate 0.18% among 200,000; in the data active = inhibition above about 25%;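 also: 0% = vehicle and 100% = reference inhibitor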
* marks the source's active call; other numbers are inactive results; / = not tested or not shown; & = joins results of further samples. Rule as the data show it, unless noted: active = inhibition above about 50%; inactive = the rest.

SMILES	PMI activator	Hsp70 activator	Diaphorase act	Lmaj promast	DTT redox prof	Diaphorase inh	S1P3 antagonist	G6PDH CS	RAM network inh	PMI act satM6P	TLR4 MyD88 comp
CCCCCCc1cc2cc(-c3nnc(-c4cc(OC)c(OC)c(OC)c4)o3)c(=O)oc2cc1O	1	-0.1	1	-5	0.3	-2	/	8	5.7	1	-3
CCc1ccc2oc(C(=O)Nc3ccc(S(N)(=O)=O)cc3)c(C)c2c1	1.1	0.5	1.2	2	-1.8	-22	-9	8	2.0	1.2	-8
COc1cccc(N2CCN(S(=O)(=O)c3cccc4cccnc34)CC2)c1	0.9	-0.2	0.8	6	-0.1	23	-8	-2	1.3	0.7	0
COc1cc(/C=N/Nc2nc(Nc3ccccc3)nc(-n3nc(C)cc3C)n2)cc(OC)c1OC	1.1	-0.3	0.9	100*	0.2	10	-8	-16	5.3	1.1	10
COc1ccc(C2Nc3ccccc3C(=O)N2Cc2ccco2)cc1CN1C(=O)c2ccccc2C1=O (stereo not drawn)	0.9&1	-0.2&1.2	0.7&1	36&25	0.2&-0.8	26&-1	9	3&-2	3.7&2.2	0.9&0.9	-5&-3
CC(Nc1nc2ncn(Cc3ccccc3)c2c(=O)[nH]1)C(=O)O (stereo not drawn)	1.1	0.0	1.1	-4	-3.9	-12	/	0	0.4	1.1	-6
CC(=O)c1cc2c(cc1NC(=O)C1CC=CCC1C(=O)O)OCO2 (stereo not drawn)	0.9	0.6	0.9	-4	1.8	8	-14	2	0.5	0.9	-12
O=[N+]([O-])c1ccc(OCCN2CCCCCC2)cc1	0.9	-0.4	1	13	0.3	-3	6	-3	0.2	1.1	-6
Cn1c(SCc2nc3ccccc3[nH]2)nnc1-c1cnccn1	0.9	-0.2	0.9	-5	0.3	14	-23	5	0.9	0.9	-5
Cc1ccc(-c2cc(C(F)F)n3ncc(C(=O)N4CCc5ccccc5C4)c3n2)cc1	0.9	-0.2	0.8	39	-0.3	24	-4	10	3.8	1	4
Clc1cccc(Cl)c1-c1nnc2ccc(N3CCOCC3)nn12	0.9	-0.1	0.9	-2	-1.2	10	26	4	4.3	0.9	1
Cc1cccc(-n2cc3c(=O)n(C)c(=O)n(C)c3c2)c1	1	-0.2	1	7	-0.8	-2	4	6	3.1	1	-19
Cc1ccc2c(c1)c1c(n2CC(O)Cn2c(C)nc3ccccc32)CCCC1 (stereo not drawn)	1	-0.1	1.1	25	-0.7	-12	/	2	-1.0	1	-15
Cc1cc(C)n2nc(NCc3ccccc3)nc2n1	1	-0.2	0.9	-4	2.3	8	21	-14	-0.3	1	-2
C/C(=N\NC(=O)c1csc(C)c1C)c1ccco1	1	-0.3	0.9	-6	1.2	9	/	-2	0.9	1	-3
Cc1ccc(S(=O)(=O)N2CCC(=O)N(C(COCc3cccc(Cl)c3)Cc3ccccc3)CC2)cc1 (stereo not drawn)	1	-0.1	0.9	5	4.2	13	-15	15	15*	0.9	-5
Cc1ccc(CSc2n[nH]c(N)n2)cc1	/	0.0	/	-8	-0.3	/	-21	15	-0.2	/	1
COc1cccc(C2c3c(oc4ccccc4c3=O)C(=O)N2c2ccccn2)c1 (stereo not drawn)	1.1	-0.3	1.1	3	-1.4	-10	1	6	3.6	1.1	10
O=C(NC1CCCCC1)C(c1cccnc1)N(C(=O)CCl)c1cccc(Cl)c1 (stereo not drawn)	1	-0.2	1	100*	-0.5	5	0	12	-0.5	1.1	17
Cc1ccc(S(=O)(=O)N(C)c2ccc(OCC(=O)NCc3ccco3)cc2)cc1	0.9	-0.4	0.9	-1	0.1	12	/	3	4.0	1	5
CCOc1cccc(-c2nnc3sc(COc4ccccc4)nn23)c1	0.9	-0.3	0.8	-6	-1.6	16	/	13	2.7	1	-14
NC(=O)CSc1nnc(Cn2c(=O)sc3ccccc32)n1-c1cccc(Cl)c1	1	0.1	0.9	1	1.3	13	6	4	1.2	1	-2
CC(C)Oc1snc(Cl)c1C(N)=O	0.9	-0.3	0.8	-4	0.0	16	/	12	1.0	0.9	7
COc1ccc(-c2nn(CC(=O)NCCc3ccccc3)c(=S)n2C)cc1	1.1	-0.3	0.9	-6	-0.3	6	1	0	0.1	1	-1
CCCCOc1ccc(C(=O)Nc2cc(C)c(OCC(=O)N3CCOCC3)c(C)c2)cc1	0.9	-0.1	0.8	13	1.7	17	/	3	1.9	0.9	6
O=C(Nc1ccc2c(c1)OCCO2)C1CCN(C(=O)c2ccccc2)CC1	1	0.3	1.1	3	2.5	-7	/	10	0.8	1	1
COC(=O)C(Cc1ccccc1)NC(=O)c1cc(=O)[nH]c2ccccc12 (stereo not drawn)	1.1	-0.2	1.1	-1	-0.1	-6	-15	12	2.6	1	-15
CCCNC(=O)NC(=O)COc1ccc(-c2ccc(C#N)cc2)cc1	1	-0.1	0.9	-10	0.1	14	-5	1	3.9	1	7
O=c1c2cnn(-c3ccccc3)c2ncn1Cc1ccccc1F	0.8	-0.4	0.7	-6	3.8	28	-5	5	1.8	0.9	-6
CCCCNC(=O)C(Cc1ccccc1)NS(=O)(=O)c1ccc2c(c1)c(=O)n(C)c(=O)n2C (stereo not drawn)	1.1	0.0	1.1	-1	-1.7	-6	/	7	0.0	1.1	7
C=CCn1c(Cc2c[nH]c3ccccc23)n[nH]c1=S	1.1	-0.1	0.9	-2	2.0	5	-46	9	-0.3	1.1	-1
COCCNC(=O)C(c1ccco1)N(Cc1ccc(OC)cc1)C(=O)Cn1nnc2ccccc21 (stereo not drawn)	1	-0.2	0.9	-4	0.1	10	-8	4	5.8	0.9	-2
O=[N+]([O-])c1ccc(C(O)C23CN4CN(CN(C4)C2)C3)cc1 (stereo not drawn)	1	-0.4	1	-7	-0.8	3	0	-3	0.4	0.9	5
CCOC(=O)CSc1nc2c(c(=O)n(C)c(=O)n2C)n1Cc1ccccc1F	1	0.1	0.9	-9	-0.7	9	-17	-2	5.2	1	-11
COC(=O)c1ccc(NC(=S)NC2CC2)cc1	0.9	-0.3	0.9	13	0.1	9	-15	5	0.3	1	10
COC(=O)c1sc(N)c(C(=O)OC)c1COC(=O)CNS(=O)(=O)c1cccc(C#N)c1	0.9	-0.3	0.8	-3	-0.8	20	3	4	2.4	0.9	-10
O=C(COc1ccc(Br)cc1)Nc1ccc([N+](=O)[O-])cn1	1	-0.4	0.9	1	1.3	7	/	3	2.9	1.1	-4
Cc1cc(N(CCO)CCO)ccc1C(c1ccc(N(CCO)CCO)cc1C)c1ccccc1Cl	0.8	-0.1	0.7	-7	0.1	32	1	13	-0.4	0.8	-5
COc1ccc(-n2c(=S)[nH]c3cc(C(=O)NCCCN4CCCC4=O)ccc3c2=O)c(OC)c1	0.9	-0.3	0.7	-4	0.1	29	/	-6	4.1	0.9	1
O=C(Nc1cccc(C(=O)O)c1)/C(=C\c1ccccc1)NC(=O)c1ccccc1Cl	1	0.0	1	-2	-3.7	4	/	2	3.8	1	4
CC(C)(C)c1ccc(C(=O)NCCn2c(N)c(C#N)c3nc4ccccc4nc32)cc1	1	-0.4	1	9	0.6	-2	-13	2	4.2	0.9	-9
Cc1ccc(C2C(C#N)=C(N)N(c3cccnc3)C3=C2C(=O)CCC3)c(C)c1 (stereo not drawn)	1	-0.1	0.9	4	-0.2	6	1	19	0.0	1	0
Cc1ccc(NC(=O)CN2C(=O)N/C(=C/c3cc(C)n(-c4cccc(C(=O)O)c4)c3C)C2=O)cc1	1.5	-0.3	0.8	-5	-0.1	18	10	3	3.5	1.5	-5
Cc1ccc(N2CCN(C(=O)CCc3nc4ccccc4[nH]3)CC2)c(C)c1	1	0.0	0.9	4	-0.6	14	/	-5	0.8	1	0
Cn1c(NC2CCCCC2)c(N=O)c(=O)n(C)c1=O	0.9	-0.1	0.9	-8	-0.4	14	0	2	0.6	0.9	2

One compound at a time, as listed above.
Record of COc1cccc(C2c3c(oc4ccccc4c3=O)C(=O)N2c2ccccn2)c1 (stereo not drawn) : PMI activator = 1.1; Hsp70 activator = -0.3; Diaphorase act = 1.1; Lmaj promast = 3; DTT redox prof = -1.4; Diaphorase inh = -10; S1P3 antagonist = 1; G6PDH CS = 6; RAM network inh = 3.6; PMI act satM6P = 1.1; TLR4 MyD88 comp = 10
Record of COCCNC(=O)C(c1ccco1)N(Cc1ccc(OC)cc1)C(=O)Cn1nnc2ccccc21 (stereo not drawn) : PMI activator = 1; Hsp70 activator = -0.2; Diaphorase act = 0.9; Lmaj promast = -4; DTT redox prof = 0.1; Diaphorase inh = 10; S1P3 antagonist = -8; G6PDH CS = 4; RAM network inh = 5.8; PMI act satM6P = 0.9; TLR4 MyD88 comp = -2

5 compounds from above, showing only RAM network inh and DTT redox prof.
SMILES | RAM network inh | DTT redox prof
COC(=O)c1ccc(NC(=S)NC2CC2)cc1 | 0.3 | 0.1
COC(=O)c1sc(N)c(C(=O)OC)c1COC(=O)CNS(=O)(=O)c1cccc(C#N)c1 | 2.4 | -0.8
O=C(COc1ccc(Br)cc1)Nc1ccc([N+](=O)[O-])cn1 | 2.9 | 1.3
Cc1cc(N(CCO)CCO)ccc1C(c1ccc(N(CCO)CCO)cc1C)c1ccccc1Cl | -0.4 | 0.1
COc1ccc(-n2c(=S)[nH]c3cc(C(=O)NCCCN4CCCC4=O)ccc3c2=O)c(OC)c1 | 4.1 | 0.1

(cont.)
SMILES	PMI activator	Hsp70 activator	Diaphorase act	Lmaj promast	DTT redox prof	Diaphorase inh	S1P3 antagonist	G6PDH CS	RAM network inh	PMI act satM6P	TLR4 MyD88 comp
O=Cc1c(N2CCN(c3ccccc3)CC2)nc2ccccn2c1=O	1	0.2	0.9	-2	-0.4	8	-12	3	3.2	1	-9
FCCCOc1ccc(/C=N/OCc2c(Cl)cccc2Cl)cc1	0.9	-0.3	0.9	-4	-3.3	5	/	2	2.9	1	8
Cc1ccc(NC(=O)C2C(=O)N(C)c3ccccc32)cc1 (stereo not drawn)	0.9	-0.2	0.8	21	-0.5	18	-1	19	0.3	0.9	9
Cc1c(Cl)cccc1NC(=S)NCC1COc2ccccc2O1 (stereo not drawn)	1	0.0	0.9	17	-1.6	11	-18	-1	2.4	1	-10

Compound activity: PubChem BioAssay, several laboratories

An unsorted share of the library, and some 12% of all compounds hit somewhere here.
